IkB signaling = inhibitors of IkB signaling in ABC-DLBCL cells; ABC-DLBCL IkBa-CBG/CBR dual luciferase ratio, 4 h; response scale: scaled: untreated 0%, proteasome inhibitor 100%; Potency, µM (highest dose often 57.1 µM), inactives show top-dose IkBa stabilization activation; 110,000 compounds, 0.04% hits; active means well fitted curve in the direction sought with a large enough effect in the signal ratio, not every such curve was filed as active; inconclusive means small, poorly fitted or top-dose-only effect, or a change in a side signal; the % refers to the signal ratio;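 further: the direction sought is a rising ratio; 0% = basal untreated cells and 100% = reference inhibitor full response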
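Curves were fitted separately to fusion (green), unfused (red) and ratio luminescence, then classed by r2, magnitude and activity. Cells: OCI-Ly3, 4 h compound plus doxycycline at 37C; 10 uM MG-132 defined full response.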
Peg3 imprint = genomic imprint erasure induction | Potency, µM (titrated, usually from 60.7 µM), for inactives: top-dose activity change, positive = activation, most hits filed as activators | 110,000 compounds, 0.02% hits | mouse ES Peg3-LacZ reporter, beta-gal luminescence, 40 h;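 further: 0% = negative control wells on the plate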
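Imprint erasure is scored as LacZ activity from the silenced maternal Peg3 allele in feeder-free female ES cells cultured 40 h with LIF. Luminescence is normalized to in-plate negative controls and fitted to the Hill equation.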
p53ts 39C kill = cytotoxicity in p53ts cells at nonpermissive temperature; Potency, µM (series often up to 46.1 µM), for the others: top-dose activity change, negative = cell killing, most hits filed as cytotoxic; 130,000 compounds, 1.5% hits; H1299-p53A138V viability at 39C, ATP luminescence, 24 h; further: nearly all actives have a fitted effect of over 55% in size
p53ts 32C kill = kills p53ts cells at the permissive temperature | 130,000 compounds, 0.93% hits | Potency, µM (doses to about 46.1 µM), for the others: at the highest dose activity change, negative = cytotoxicity, usual class: cytotoxic | H1299-p53A138V at 32C, ATP luminescence viability, 24 h | AID 924;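 further: 0% = DMSO and -100% = full killing by reference compound; nearly all actives have a fitted effect of over 55% in size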
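H1299-p53 A138V cells (temperature-sensitive p53) exposed 24 h to up to 46 uM compound at 32C, where p53 is wild-type in conformation. Viability read as ATP luminescence and normalised to DMSO and 100 uM tamoxifen. AC50 fitted with the Hill equation.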
Starred values were filed as active, the others as inactive; u = inconclusive; x = no result given; & = joins results of further samples; [ ] = dose if it differs, or a comment. Unless noted, the call rests on the fitted dose curve; in most records, active means well fitted curve in the direction sought with a large enough effect; inconclusive means small, poorly fitted or top-dose-only effect, or another doubt; inactive means no such curve, though single readings can be large; an effect the other way counts as inactive or inconclusive. Unless noted, on the % scale 0 is the no-effect control and ±100 the full control effect; potency means the concentration at half of the fitted maximal effect.

SMILES	IkB signaling	Peg3 imprint	p53ts 39C kill	p53ts 32C kill
O=C(O)c1cccnc1SCc1cccc(Cl)c1	4.1%	-16%[10.9 µM]	-21%	-6%
CCOCCOC(=O)c1ccc2c(c1)N(Cc1ccccc1C#N)C(=O)c1ccccc1S2(=O)=O	-2.2%	-12%[10.9 µM]	-1%	3%
Cc1ccc(S(=O)(=O)N2CCCC2C(=O)n2nc(C)cc2C)cc1 (centres undefined)	-0.1%	-13%	-13%	4%
CCOC(=O)N1CCN(C(=O)c2cnsn2)CC1	1.3%	5%	12%	1%
COc1ccccc1-c1nccc(NCc2cccs2)n1	0.1%[11.4 µM]	-15%	-25%	-6%
CC(C)c1nc(SCC(=O)Nc2ccc3c(c2)OCCO3)c2c(=O)n(C)c(=O)n(C)c2n1	0.5%	16%	-1%	9%
N#Cc1nc(-c2ccc(OCc3ccccc3)cc2)oc1NCCCN1CCOCC1	u	-40%[inhibitor]	-20%	5%
COc1ccccc1NC(=O)Cn1c(=O)n(Cc2nc(-c3ccccc3)no2)c(=O)c2ccccc21	-2.1%	11%[10.9 µM]	-2%	1%
CCOc1cc(-c2noc(CCC(=O)N3CCOCC3)n2)ccc1OC	-2.6%	-12%	-3%	2%
N#Cc1cccc(NC(=O)NCCc2c[nH]c3ccccc23)c1	u	-16%	-18%	0%
Cc1ccc(C)c(N2CCN(c3ncnc4onc(C)c34)CC2)c1	u	-2%[10.9 µM]	-4%	-4%
CCc1ccc2c(c1)c(=O)c(C(=O)c1ccc(C)cc1)cn2CC(=O)Nc1ccc2c(c1)OCCO2	1.5%	-13%[10.9 µM]	4%	20%
Brc1ccc(-c2noc(COc3ccc4c(c3)CCC4)n2)o1	1.5%	-20%	-2%	-10%
CCC(C)(C)NC(=O)C(c1ccco1)N(C(=O)c1csnn1)c1cccc(F)c1 (centres undefined)	0.5%	-13%	7%	7%
CN(C)c1ccc(C(=S)N2CCOCC2)cc1	-1.4%	9%	-6%	-5%
COc1ccc(-n2c(Cc3cccn3C)nnc2SCC(=O)Nc2cccc(F)c2)cc1	6.3%	-22%	-4%	8%
CCCOc1ccc2[nH]cc(C(=O)O)c(=O)c2c1	0.3%	x	8%	-2%
Cc1ccc(Cn2c(C(C)NC(=O)c3ccccc3)nc3ccccc32)cc1 (centres undefined)	u	-2%[10.9 µM]	-7%	-4%
Cc1nn2c(CN(C(=O)c3ccco3)c3ccccc3)nnc2c2ccccc12	u	-5%	14%	8%
O=C(CSc1nnc2ccc3ccccc3n12)c1ccc(F)cc1	u	-7%[10.9 µM]	-27%	u

Quoted from the listing:
p53ts 32C kill with Cc1ccc(Cn2c(C(C)NC(=O)c3ccccc3)nc3ccccc32)cc1 (centres undefined) : -4%
IkB signaling with CCC(C)(C)NC(=O)C(c1ccco1)N(C(=O)c1csnn1)c1cccc(F)c1 (centres undefined) : 0.5%
p53ts 32C kill with N#Cc1cccc(NC(=O)NCCc2c[nH]c3ccccc23)c1 : 0%
p53ts 32C kill with CCOc1cc(-c2noc(CCC(=O)N3CCOCC3)n2)ccc1OC : 2%
IkB signaling with CCCOc1ccc2[nH]cc(C(=O)O)c(=O)c2c1 : 0.3%
IkB signaling with CCc1ccc2c(c1)c(=O)c(C(=O)c1ccc(C)cc1)cn2CC(=O)Nc1ccc2c(c1)OCCO2 : 1.5%
p53ts 39C kill with Cc1ccc(C)c(N2CCN(c3ncnc4onc(C)c34)CC2)c1 : -4%

(listing goes on)
SMILES	IkB signaling	Peg3 imprint	p53ts 39C kill	p53ts 32C kill
CCOC(=O)c1ccc2oc(=O)n(Cc3ccccc3)c2c1	0.7%	-11%[10.9 µM]	-6%	7%
Cc1ccc2c(=O)cc(C(=O)Nc3ccc(S(=O)(=O)N(C)Cc4ccccc4)cc3)oc2c1C	-1.0%	9%[10.9 µM]	-10%	-2%
Cc1ccc(C(=O)c2cn(CC(=O)NCc3ccccc3Cl)c3nc(C)ccc3c2=O)cc1	u	-5%[10.9 µM]	9%	2%
COC(=O)c1cc2ccsc2n1Cc1nc(-c2ccc(OC)cc2)oc1C	-2.1%	-17%	-7%	-13%
O=C(Cn1cnc2c(oc3ccccc32)c1=O)Nc1ccc(OC(F)(F)F)cc1	0.1%	28%[10.9 µM]	-11%	-6%
CCN(CC)C(=O)CN(c1cc(Cl)ccc1OC)S(C)(=O)=O	-2.2%	-7%	6%	10%
CCN1CCN(C(=O)c2nn(-c3ccc(C)cc3)c(=O)c3c2c2ccccc2n3C)CC1	-0.6%	-8%	-4%	-12%
CN(Cc1ccco1)c1cc(-c2ccoc2)ncn1	0.5%[11.4 µM]	-4%	-5%	2%
CCc1ccc(NS(=O)(=O)c2ccc3[nH]cc(C(=O)NC4CCCC4)c(=O)c3c2)cc1	u	-4%[10.9 µM]	u	u
Cc1ccnc(NS(=O)(=O)c2cccc3nsnc23)c1	-2.5%	-18%	0%	-6%
Cc1ccc2cc(C)c(NCCO)nc2c1	-1.5%	x	1%	-6%
O=S(=O)(c1cccc(Cl)c1Cl)N1CCCCC1	4.0%	-16%	-11%	6%
O=C1c2ccccc2C(Nc2ccc(S(=O)(=O)N3CCOCC3)cc2)N1c1cccnc1 (centres undefined)	0.9%	1%	-3%	-2%
COc1ccc(-c2nc(C)c(CCNC(=O)C(=O)Nc3ccccc3F)s2)cc1	0.5%	-13%[10.9 µM]	u	-2%
CCCCSc1nnc([C@H](C)NC(=O)OC(C)(C)C)o1	1.2%	-11%	12%	8%
COc1cc(NC(=O)CN(c2ccc(C)cc2)S(=O)(=O)c2c(C)nn(C)c2C)cc(OC)c1	1.0%	-18%	-7%	-2%
Cc1ccc(CCNC(=O)c2cn(C)c3ccc(S(=O)(=O)N4CCC(C)CC4)cc3c2=O)cc1	1.1%	7%[10.9 µM]	17%	2%
CCC1=C2CC[C@H]3C(=O)N(CC)C(=O)[C@H]3[C@H]2[C@@]2(C)C(=NCC(=O)OC)OC(=O)N2C1=O	x	-2%	-8%	-8%
COCc1nc2c([nH]1)c(=O)n(C)c(=O)n2CC(C)C	-0.2%&-1.4%	-4%&-10%	-14%	-7%
O=C1CS/C(=C\S(=O)(=O)c2ccc(Cl)cc2)N1	-0.7%	-3%	-1%	10%

The list goes on, starting with the last two of the part before.
SMILES	IkB signaling	Peg3 imprint	p53ts 39C kill	p53ts 32C kill
COCc1nc2c([nH]1)c(=O)n(C)c(=O)n2CC(C)C	-0.2%&-1.4%	-4%&-10%	-14%	-7%
O=C1CS/C(=C\S(=O)(=O)c2ccc(Cl)cc2)N1	-0.7%	-3%	-1%	10%
CCC1=C2CC[C@H]3C(=O)N(c4ccccc4)C(=O)[C@H]3[C@H]2[C@@]2(Cc3ccccc3)C(=NCc3ccccc3)OC(=O)N2C1=O	x	-13%	0%	15%
O=C(/N=C1\NC(=O)C(F)(C(F)(F)F)S1)NC1CCCCC1 (centres undefined)	11%	-13%	13%	7%
COC(=O)c1c(NC(=O)CSc2nnnn2-c2ccccc2)sc2c1CCC(C)C2 (centres undefined)	2.7%	-16%	-13%	-4%
CCC1(C)Cc2c(sc3nc4n(c(=O)c23)CCCS4)CO1 (centres undefined)	-1.8%	8%	12%	-6%
Cc1ccc(CNC(=O)c2sc3nc[nH]c(=O)c3c2C)cc1	0.0%	u	3%	-1%
CCN(Cc1ccccc1)C(=O)c1ccccc1C	-0.5%	2%	3%	-5%
Cn1c(-c2ccc(S(=O)(=O)N3CCCC3)cc2)csc1=Nc1ccc(Cl)c(Cl)c1	u	-18%[10.9 µM]	-6%	-1%
COc1ccc(-n2nc3c(N4CCC(C(=O)NCc5cccc(F)c5)CC4)nnc(C)c3c2C)cc1	-1.3%	7%[10.9 µM]	5µM*	u
COCCCNC(=O)c1nn(C)c2c1CS(=O)(=O)c1ccccc1-2	0.3%	4%[10.9 µM]	-16%	7%
Cc1ccn(CC(=O)O)c(=O)c1	2.1%	4%	-5%	2%
CSc1nnc2c(n1)OC(c1cn(C)c3ccccc13)N(C(C)=O)c1ccccc1-2 (centres undefined)	-0.1%	11%	15%	6%
Cc1cccc(Nc2nn3c(=O)c4ccccc4nc3s2)c1	1.5%	-2%	-12%	-11%
Cc1ccc(Cn2c(SCCN3CCCCC3)nc3c2c(=O)[nH]c(=O)n3C)cc1	1.2%	-5%	15%	-7%
CC12CC[C@@H]3c4ccc(OP(=O)(O)O)cc4CCC3C1CCC2=O (some centres undefined)	-1.0%[11.4 µM]	-1%[10.9 µM]	-8%[9.22 µM]	2%[9.22 µM]
CC(C)CNC(=O)N1CCN(S(=O)(=O)c2ccc3c(ccn3C)c2)CC1	-0.1%	16%[10.9 µM]	-10%	-2%
Cc1cccc(-n2c(N)c(C(=O)N3CCN(C)CC3)sc2=S)c1	1.2%	-8%	11%	3%
CCCC(=O)N1CC2(C)CN(C(=O)CCC)CC(CCC)(C1)C2=O	0.5%	8%	-5%	3%
N#Cc1ccccc1Cn1c(=O)n(-c2ccccc2)c(=O)c2c3c(sc21)CCC3	-4.3%	-4%[10.9 µM]	21%	10%
O=C1[C@H]2[C@H]3[C@H](O)[C@H](O)C/C(=N/OCc4ccccc4)[C@H]3CC[C@@H]2C(=O)N1C1CCCCC1	x	x	10%[9.22 µM]	-2%[9.22 µM]
Cc1ccnc(NC(=O)COC(=O)C2COc3ccccc3O2)n1 (centres undefined)	-0.8%	-11%	-3%	-9%
Cc1c(C(=O)NCc2ccccc2)oc2c1-c1[nH]ncc1CC2	0.8%	-4%[10.9 µM]	11%	15%
Cn1c(=O)c2c(n3c4ccccc4nc13)NC(=O)CC2c1cccc(F)c1 (centres undefined)	2.5%	-8%[10.9 µM]	-2%	5%
OC(Cc1ccccc1)(Cc1ccccc1)c1ccccc1	0.2%[11.4 µM]	1%[10.9 µM]	-2%[9.22 µM]	-3%[9.22 µM]
CCC(c1nc2ccccc2c(=O)n1CCCn1ccnc1)N1C(=O)c2ccccc2C1=O (centres undefined)	-2.4%	-14%	2%	-1%
CCC(=O)N1CCc2cc(S(=O)(=O)CCC(=O)Nc3ccc(F)c(F)c3)ccc21	0.5%	-13%	-7%	2%
CC(C)(C)C(=O)NC(c1ccc(Cl)cc1)[C@]1(C)C[C@H]1C1CCCCC1 (some centres undefined)	x	-8%	-11%	-8%
Cc1cccc(NC(=O)CCc2c(C)nc3nc(CNC(=O)c4cccc(F)c4)nn3c2C)c1	3.7%	-14%[10.9 µM]	u	-4%
O=C1CC(Cc2ccc(Cl)cc2)C(=O)N1c1ccncc1 (centres undefined)	x	x	-5%	7%
Cc1ccc(Cl)cc1N1CCN(C(=O)c2sc3nc4n(c(=O)c3c2C)CCC4)CC1	-0.9%	-13%[10.9 µM]	-29%	1%
O=C1CC(SC(=NCc2ccc3c(c2)OCO3)Nc2ccccc2)C(=O)N1 (centres undefined)	0.9%	-6%	2%	-3%
CCOC(=O)N1CCC(NC(=O)c2c(C)nn(-c3ccc(C)cc3)c2-n2cccc2)CC1	0.7%	-4%[10.9 µM]	-5%	8%
COc1ccc(CC(C(=O)Nc2cccc(F)c2)c2nn[nH]n2)c(OC)c1 (centres undefined)	0.5%	-9%	9%	4%
Nn1c(-c2ccccc2Cl)nnc1-c1ccccc1Cl	x	x	-14%	-2%
Fc1ccc(-c2cc3nc(-c4ccccc4)cc(N4CCN(CCN5CCOCC5)CC4)n3n2)cc1	u	-21%	u	-30%
COc1cccc(C2c3c(oc4ccccc4c3=O)C(=O)N2CCCN(C)C)c1OC (centres undefined)	-2.8%	-16%	2%	4%
O=C(CCNS(=O)(=O)c1ccc2c(c1)CCC(=O)N2)NCc1cccnc1	-0.4%	5%	-8%	-3%
Cn1c(Cn2c(=O)sc3ccccc32)nnc1SCC(=O)Nc1ccc2c(c1)OCO2	0.0%	-2%	-4%	-9%
CCN(CC)S(=O)(=O)c1cccc(C(=O)Nc2ccc(C#N)cc2)c1	u	-25%	-6%	-2%
Cc1cc(-c2nc3ccccc3o2)c2ccccc2n1	5.8%	-15%	26%	20%
Cc1ccc(C(=O)Cn2c(N3CCOCC3)nc3c2c(=O)n(C)c(=O)n3C)cc1	1.9%	-2%	-3%	2%
Cc1c(CNCCc2ccc(S(N)(=O)=O)cc2)c(C(=O)O)c(C)n1Cc1ccc(Cl)cc1	0.6%	-7%[10.9 µM]	-16%	-9%
Cc1ccc(NC(=O)[C@H](Cc2ccccc2)N2Cc3ccccc3C2=O)cc1F	-1.3%	-6%[10.9 µM]	-13%	7%
COc1cccc(NC(=O)COc2ccccc2C(N)=O)c1	u	-79%[inhibitor]	10µM*	16µM*

Bioassay records deposited in PubChem BioAssay by National Center for Advancing Translational Sciences (NCATS).
